Source: PubChem BioAssay
Rin1-Abl PPI inh – inhibitors of human Rin1-Abl protein interaction; inhibition, % at 7.35 µM; actives 0.4% (n = 360,000); P00519+Q13671; TR-FRET Rin1/Abl binding, biochemical; in the data active means inhibition above about 5%, passing the limit was not always enough
FAS TE block – blocks the thioesterase domain of human fatty acid synthase | recombinant FAS-TE, OMFH fluorogenic substrate, fluorescence endpoint | inhibition, % at 15 µM | actives 0.67% (n = 360,000);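 active means compounds whose normalised, plate-corrected inhibition of enzyme fluorescence in the single-dose primary screen is 50% or more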;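 further: 0% = DMSO with enzyme and 100% = substrate without enzyme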
MsrA inhibitor – inhibitors of bovine MsrA | inhibition, % at 15.5 µM | purified bovine MsrA, absorbance read-out | actives 0.75% (n = 360,000); in the data active means inhibition above about 4.5%;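 further: 0% = vehicle wells with enzyme and 100% = reference inhibitor wells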
Neddyl block – inhibitors of human cullin neddylation; P61081+Q13564; TR-FRET cullin neddylation, biochemical; calls only at 25 µM; actives 0.58% (n = 360,000); AID 651699; in the data active means inhibition above about 36%
MLLE-PAM2 inh – inhibitors of microRNA-mediated deadenylation, human PABP1 MLLE binding. inhibition, % at 20 µM. actives 0.36% (n = 360,000). GST-MLLE / FITC-PAM2 fluorescence polarization. AID 588489. P11940; in the data active means inhibition above about 35%, passing the limit was not always enough;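 further: plate controls were DMSO wells with GST-MLLE for no effect and wells lacking GST-MLLE protein for full effect; some results filed as inactive read as strong as hits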
Target sequence (P11940 whole entry, looked up): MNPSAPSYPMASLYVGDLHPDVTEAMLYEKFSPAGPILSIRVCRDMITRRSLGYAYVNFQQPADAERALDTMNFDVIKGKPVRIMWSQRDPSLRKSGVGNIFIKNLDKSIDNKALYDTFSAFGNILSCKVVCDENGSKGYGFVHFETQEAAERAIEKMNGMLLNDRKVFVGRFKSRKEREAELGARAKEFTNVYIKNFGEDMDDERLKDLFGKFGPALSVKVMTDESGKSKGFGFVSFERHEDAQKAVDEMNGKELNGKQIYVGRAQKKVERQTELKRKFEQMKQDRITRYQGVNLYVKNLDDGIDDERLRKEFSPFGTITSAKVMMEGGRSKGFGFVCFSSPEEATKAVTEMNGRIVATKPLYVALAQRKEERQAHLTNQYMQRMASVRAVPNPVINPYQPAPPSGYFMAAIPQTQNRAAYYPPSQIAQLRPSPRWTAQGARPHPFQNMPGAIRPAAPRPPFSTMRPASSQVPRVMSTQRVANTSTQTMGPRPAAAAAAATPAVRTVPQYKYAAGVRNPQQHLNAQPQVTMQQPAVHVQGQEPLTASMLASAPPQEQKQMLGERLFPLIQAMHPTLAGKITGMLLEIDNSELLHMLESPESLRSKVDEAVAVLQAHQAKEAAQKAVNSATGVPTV
Tb MetRS inh – Trypanosoma brucei MetRS inhibition | purified T. brucei MetRS, ATP depletion, Kinase-Glo luminescence | inhibition, % at 11.9 µM | actives 0.4% (n = 360,000) | AID 624268;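 active means inhibition above a per-plate cutoff of the control wells' mean inhibition plus 3 SD, cut at about 5.5% in these data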;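 further: 0% = DMSO wells median and 100% = median of wells with control inhibitor compound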
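Material: parasite MetRS enzyme / Replication: singlicate, one well per compound / Signal: luminescence of leftover ATP / Schedule: 2 h aminoacylation at 25 °C after 15 min preincubation / Medium: HEPES-MgCl2-KCl buffer plus DTT, spermine, BSA, pyrophosphatase / Doses: 11.9 µM single point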
E coli Lon inh – inhibitors of E. coli Lon protease; inhibition, % at 7.94 µM; purified E. coli Lon protease, fluorescence polarization; AID 602123; actives 0.42% (n = 360,000); in the data active means inhibition above about 13%, passing the limit was not always enough;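 further: 0% = enzyme with probe and DMSO and 100% = no enzyme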
bovine MsrA act – activates bovine MsrA enzyme | purified bovine MsrA, absorbance read-out | activation, % at 10.6 µM | actives 0.3% (n = 360,000) | AID 602163; in the data active means activation above about 7.5%;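 further: 0% = vehicle and 100% = reference activator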
CSN deneddyl inh – CSN deneddylation inhibition. Purified CSN, SCF-Nedd8-OG deneddylation, fluorescence polarization. inhibition, % at 12.5 µM. actives 0.38% (n = 360,000). AID 651999;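 active means pattern-corrected inhibition above about 35%, with an unprinted fluorescence ratio check between 0.5 and 1.5, limit read from the data, passing the limit was not always enough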;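 further: 0% = enzyme with substrate and 100% = substrate without enzyme; some results filed as inactive read as strong as hits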
Target sequence (Q92905 whole entry, looked up, one chain of several): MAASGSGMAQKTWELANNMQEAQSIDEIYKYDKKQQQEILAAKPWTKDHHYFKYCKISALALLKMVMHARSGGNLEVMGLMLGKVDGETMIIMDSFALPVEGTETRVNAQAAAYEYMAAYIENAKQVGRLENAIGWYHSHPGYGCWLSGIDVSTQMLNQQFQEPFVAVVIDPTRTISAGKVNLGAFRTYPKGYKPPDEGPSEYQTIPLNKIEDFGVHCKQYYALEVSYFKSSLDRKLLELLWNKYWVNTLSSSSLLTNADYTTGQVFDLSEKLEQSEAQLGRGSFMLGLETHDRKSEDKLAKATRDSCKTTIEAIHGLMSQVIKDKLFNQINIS
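Assay system: HEK293T-derived human Csn5 enzyme; quantity: 0.24 nM enzyme; medium: Tris/NaCl/DTT buffer, pH 7.5; also added: substrate SCFSkp2-Nedd8OG, 10 nM; doses: 12.5 µM compound; schedule: 90 min reaction at room temperature; signal: FP; read-out: % inhibition of substrate cleavage by Csn5; benchmarks: substrate-only high control, full reaction low control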
* marks the source's active call; other numbers are inactive results; i = inactive; · = no result given. No enrichment for hits. Share with any hit: about 4%.

smiles	FAS TE block	Rin1-Abl PPI inh	Tb MetRS inh	MsrA inhibitor	E coli Lon inh	CSN deneddyl inh	bovine MsrA act	MLLE-PAM2 inh	Neddyl block
Cc1cc(OC(=O)c2ccco2)c2c(C)cc(=O)oc2c1	0.1	3.2	-0.8	-0.8	-7.0	0.8	-3.0	-9.9	i
CCN(CC)c1ccc(NC(=O)c2ccc(Br)o2)cc1	2.7	0.1	0.8	2.7	-3.0	9.6	2.6	-4.6	i
CC1CCCC(O)(C(C(=O)O)c2ccccc2)C1 (stereo not drawn)	-5.1	0.8	-0.3	0.2	10.8	-1.0	-0.3	5.3	i
CCOc1ccc(NS(=O)(=O)c2ccc3c(c2)n(C)c(=O)n3C)cc1	3.4	-0.4	0.0	1.1	-1.3	-4.0	-2.5	-9.5	i
COc1ccc(N2C(=O)CC(c3ccc(OC(C)C)cc3)C2=O)cc1 (stereo not drawn)	-10.9	-0.6	-0.3	0.4	-11.8	1.5	-1.5	-3.1	i
COc1ccc(Nc2nc(C)c(-c3ccccc3)s2)cc1	18.2	1.7	-0.3	1.6	4.3	-7.3	-1.3	-11.9	i
O=C(O)c1ccc(/C=N/Nc2nnnn2-c2ccccc2)cc1	-9.8	0.4	0.1	1.2	-8.1	-4.7	-2.5	-12.7	i
O=C(Nc1ccc2c(c1)OCO2)C1CCCN(S(=O)(=O)c2cccs2)C1 (stereo not drawn)	5.7	1.1	-1.2	·	-1.6	5.1	-11.8	-13.1	i
O=C(CCl)Nc1nc(-c2ccco2)c(-c2ccco2)s1	25.6	-1.5	0.5	1.6	-20.5	42.7*	-2.7	-21.0	i
CCN(CC)C(=O)c1[nH]cnc1C(=O)NCc1ccc(CNC(=O)OC(C)(C)C)cc1	-11.7	2.7	-0.3	-1.8	4.8	0.8	-1.2	-0.2	i
O=C(Nc1ccc(Br)cc1)c1ccc(F)c(S(=O)(=O)N2CCN(c3ccccn3)CC2)c1	15.8	3.6	-0.4	-0.3	-6.8	7.2	-0.4	6.3	i
S=C1N(c2ccccc2)C(c2ccc(Cl)cc2)N2CCCN12 (stereo not drawn)	7.9	-0.8	-1.0	-1.1	4.9	4.4	-9.9	-3.8	i
CC(C)(C)CC(=O)Nc1nn[nH]n1	-9.6	0.6	-0.4	-0.2	-7.7	-5.7	-3.4	6.9	i
Cc1ccc(N2C(=O)C3C(C2=O)C2C=CC3C23CC3)cc1 (stereo not drawn)	-10.0	-3.9	0.1	1.1	6.7	1.5	-1.5	2.9	i
NC(=O)COc1cccc2cccnc12	-1.9	0.4	0.6	0.3	-4.8	0.5	-2.6	-2.0	i
CCN(CC(=O)NCc1cccs1)C(=O)C1CC(=O)N(c2ccc(OC)cc2OC)C1 (stereo not drawn)	-4.3	2.4	-0.3	-1.1	-10.8	0.7	-3.1	11.3	i
O=C(NCC(c1cccs1)N1CCOCC1)C1CCN(S(=O)(=O)c2cccc(C(F)(F)F)c2)CC1 (stereo not drawn)	-1.5	1.6	-0.1	-0.5	-5.5	19.8	0.3	7.7	i
CCn1c(/C(C#N)=C(\O)CCc2ccccc2)nc2ccccc21	-3.0	2.0	-1.2	-1.4	-7.0	7.2	-3.7	5.3	i
CCOc1ccc(NC(=O)Cn2nnc(-c3ccc(C(N)=O)cc3)n2)cc1S(=O)(=O)N1CCCC1	-1.0	5.4	-0.3	0.5	-3.8	-2.1	-11.5	8.4	i
CC1CCC(NC(=O)CN(C)S(=O)(=O)c2ccc3c(c2)c(=O)n(C)c(=O)n3C)CC1 (stereo not drawn)	2.5	2.3	-0.1	1.1	0.7	0.6	4.6	2.1	i
CCN(CC)CCN1C(=O)C(=O)/C(=C(/O)c2cccc(OC)c2)C1c1ccccn1 (stereo not drawn)	-9.5	-2.1	0.4	0.3	0.3	5.1	-1.7	-5.4	i
O=C(CCN1CCCCC1c1cccnc1)NCc1ccccc1 (stereo not drawn)	-5.2	-1.8	-1.1	-1.0	-16.1	-1.1	-2.3	18.0	i
CCOC(=O)c1cc(C#N)c(Oc2ccccc2OC)nc1-c1ccccc1	27.2	2.8	-0.2	-1.0	-9.7	1.8	-5.4	-2.2	i
COC(=O)c1ccc(CNC(=O)c2ccc3c(c2)S(=O)(=O)N=C2CCCCCN23)cc1	2.2	2.2	-0.4	0.6	-7.2	0.0	-5.3	-45.4	i
Cc1ccc(S(=O)(=O)Cc2ccc(C(=O)NCCCN3CCN(C)CC3)o2)cc1	-2.9	-4.9	-0.2	-0.1	-4.1	1.1	-1.2	-8.7	i
O=C(c1ccc(F)cc1)c1c[nH]c(C(=O)NCCCN2CCOCC2)c1	-11.5	2.4	0.1	0.5	1.4	4.8	0.9	-4.9	i
COc1ccc(CCNC(=O)CCNC(=O)c2ccc(Cl)cc2)cc1OC	-8.0	2.1	-0.2	-0.3	-8.3	8.6	-1.0	9.8	i
c1ccc(-n2c3ccccc3c3ccccc32)cc1	27.2	4.0	-0.9	-0.5	-3.9	-2.9	-11.3	-10.1	i
COc1ccc(NC(=O)c2cccc(S(=O)(=O)N3CCCCC3)c2)c(OC)c1	10.4	-3.3	-0.9	0.2	-3.3	-0.9	2.5	-11.2	i
CCCNC(=O)Nc1nccs1	-8.2	1.9	-0.2	-0.8	0.4	1.1	1.1	3.9	i
CC(C)COc1ccc(CSCCNC(=S)Nc2ccccc2)cc1	19.0	1.4	-0.7	0.7	-0.1	-2.5	-1.4	-38.1	i
O=C(C1=C[C@H](c2ccc(C(F)(F)F)cc2)C[C@H](OCc2ccc(CO)cc2)O1)N1CCN(Cc2ccc3c(c2)OCO3)CC1	29.1	2.9	-0.3	-0.1	-3.3	3.5	1.6	8.0	i
NS(=O)(=O)c1cc(C(=O)NC2CCSc3ccccc32)ccc1Cl (stereo not drawn)	-1.1	0.6	-0.2	-0.4	17.6*	64.3*	-2.6	11.3	i
Cc1cc(C(=O)O[C@H]2[C@H](Cc3ccccc3)NS(=O)(=O)[C@H]3C[C@@H]4C=C[C@]23O4)ccc1[N+](=O)[O-]	19.2	0.5	-0.1	-0.5	5.4	2.8	-3.8	2.7	i
CCCCn1c(SCC(=O)OCC)nnc1-c1ccoc1C	-5.0	0.5	-0.4	-1.6	-9.3	-4.1	-2.6	0.2	i
CCn1c(SCC(=O)Nc2ccc(NC(=O)c3ccco3)c(OC)c2)nc2ccccc2c1=O	-1.1	4.4	0.0	-1.0	-5.9	2.8	3.2	-1.2	i
COC(=O)CCC(=O)N(C)CC1CCCN(CCc2cccc(C(F)(F)F)c2)C1 (stereo not drawn)	-2.9	2.5	-0.3	-0.3	-2.0	-1.8	-1.7	-2.3	i
Cn1cnc2c1c(=O)n(Cc1c(Cl)cccc1Cl)c(=O)n2C	-3.2	6.9	-0.8	-0.4	3.9	-3.1	-7.8	6.5	i
CCn1ccc(=N)cc1	-6.5	1.7	-0.1	1.0	-1.4	-2.5	-2.7	5.9	i
Cc1cc(NS(=O)(=O)c2ccc(NC(=O)c3cnc(Cl)c(Cl)c3)cc2)nc(C)n1	-4.0	1.0	0.4	-1.0	0.5	1.2	-0.7	-12.0	i
COc1ccc(NC(=O)CN(C)S(=O)(=O)c2ccc3[nH]c(=O)oc3c2)cc1	-9.7	-3.4	-0.1	-1.1	1.1	3.2	-1.3	-10.8	i
Cc1ccc(Cn2nnnc2CN2CCC(O)(c3cccnc3)CC2)cc1	-8.3	0.5	-0.8	1.4	10.0	2.2	-8.0	-16.2	i
COc1ccccc1N(CC(=O)NC1CC2CCC1C2)S(=O)(=O)c1ccc(C)cc1 (stereo not drawn)	10.7	6.7	-0.3	0.1	2.6	-0.2	-3.5	-1.1	i
Cc1ccc(SCCNC(=S)Nc2cc(C)ccc2C)cc1	18.6	-0.9	-0.1	2.0	5.9	2.2	-1.3	-34.3	i
CC(C)(C)c1ccc(OCCC(=O)NC2=NCCS2)cc1	-21.0	0.2	-2.3	-1.6	-18.6	-4.6	-5.0	-2.6	i
CN(C)S(=O)(=O)c1cccc(C(=O)NCC(C)(C)CNC(=O)c2cccc(S(=O)(=O)N(C)C)c2)c1	-2.6	0.8	0.1	0.8	-7.6	8.6	3.0	2.6	i
CCOCCCNC(=O)C(NC(=O)c1ccc(NC(C)=O)cc1)c1ccc(OC)cc1 (stereo not drawn)	-8.3	3.6	-1.2	2.4	1.8	-2.2	-3.7	-8.8	i
O=C(O)CSCC(=O)Nc1ccc(-c2nc3ccccc3s2)cc1	-23.7	-1.0	-0.4	3.2	5.7	7.1	-5.8	28.9	·

Single records, from the list above. Screens in order: FAS TE block | Rin1-Abl PPI inh | Tb MetRS inh | MsrA inhibitor | E coli Lon inh | CSN deneddyl inh | bovine MsrA act | MLLE-PAM2 inh | Neddyl block
Shown for `Cc1cc(OC(=O)c2ccco2)c2c(C)cc(=O)oc2c1` = 0.1 | 3.2 | -0.8 | -0.8 | -7.0 | 0.8 | -3.0 | -9.9 | i
Shown for `COc1ccc(NC(=O)c2cccc(S(=O)(=O)N3CCCCC3)c2)c(OC)c1` = 10.4 | -3.3 | -0.9 | 0.2 | -3.3 | -0.9 | 2.5 | -11.2 | i
Shown for `CCOCCCNC(=O)C(NC(=O)c1ccc(NC(C)=O)cc1)c1ccc(OC)cc1` (stereo not drawn) = -8.3 | 3.6 | -1.2 | 2.4 | 1.8 | -2.2 | -3.7 | -8.8 | i

Going on with the list.
smiles	FAS TE block	Rin1-Abl PPI inh	Tb MetRS inh	MsrA inhibitor	E coli Lon inh	CSN deneddyl inh	bovine MsrA act	MLLE-PAM2 inh	Neddyl block
N#Cc1c(-c2ccccc2)c(C#N)c2nc3ccccc3n2c1N	-15.9	-3.1	-0.6	0.8	-17.8	8.3	-12.5	-9.6	i
O=C(CCC(=O)Nc1nnc(C2CCCCC2)s1)NCC1CCCO1 (stereo not drawn)	-3.7	3.8	-0.1	-0.8	-3.8	-1.3	-1.8	2.5	i
O=C(Cc1ccc([N+](=O)[O-])cc1)N1CCc2ccccc2C1	25.8	-1.6	-0.2	-0.6	-0.7	2.8	-3.6	10.6	i
Cc1cc(C(=O)O)n(C(C)(C)C)n1	-4.7	-0.2	-1.1	0.3	16.8	0.6	-7.4	-13.2	i
O=C(CSc1ccc([N+](=O)[O-])cn1)Nc1cc(C(F)(F)F)ccc1N1CCOCC1	55.8*	-2.5	-0.5	0.6	7.2	0.3	-3.1	53.5	i
Cc1ccc(S(=O)(=O)NC2CCCC(C(=O)O)C2)cc1 (stereo not drawn)	-5.8	-1.9	-0.1	-0.4	-3.4	-2.5	-2.4	-1.4	i
CCCS(=O)(=O)NC(=O)C1(C)CCN(C(=O)c2ccc(OC)cc2)C1 (stereo not drawn)	-7.7	1.1	-0.2	·	-8.9	0.9	-7.1	6.4	i
O=C(O)c1cccc(Oc2ccc([N+](=O)[O-])cc2)c1	-9.1	-2.1	0.2	-0.1	-4.4	4.7	-0.4	-2.2	i
CC1CCC(NC(=O)c2cc(S(=O)(=O)N3CCCCC3)ccc2N2CCOCC2)CC1 (stereo not drawn)	8.8	7.0	-0.2	0.6	-7.3	0.0	-1.6	4.6	i
N#CCOc1coc(CN2CCN(c3ccccc3)CC2)cc1=O	-1.0	0.8	0.2	0.1	-2.6	4.4	-2.9	4.3	i
C[C@H]1COc2cc(N3CC[C@H](O)C3)ccc2S(=O)(=O)N1	-9.4	·	-0.7	1.9	-10.4	-2.2	-6.0	·	i
